Screens from PubChem.
AmpC no deterg – blocks E. coli AmpC beta-lactamase in detergent-free assay; P00811; AmpC nitrocefin hydrolysis, absorbance 480 nm, 0.0001% Triton; Potency, µM (doses to about 57.1 µM), for the others: top-dose activity change, negative = inhibition, most hits filed as inhibitors; hit rate 0.52% among 330,000; AID 485341;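 also: potency is read from the fitted curve at half-maximal effect; plate controls were no compound for no effect and no enzyme for full effect; nearly all actives have a fitted effect of over 20% in size; some results filed as inactive show a strong effect at the top dose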
Target sequence (P00811 whole entry, looked up): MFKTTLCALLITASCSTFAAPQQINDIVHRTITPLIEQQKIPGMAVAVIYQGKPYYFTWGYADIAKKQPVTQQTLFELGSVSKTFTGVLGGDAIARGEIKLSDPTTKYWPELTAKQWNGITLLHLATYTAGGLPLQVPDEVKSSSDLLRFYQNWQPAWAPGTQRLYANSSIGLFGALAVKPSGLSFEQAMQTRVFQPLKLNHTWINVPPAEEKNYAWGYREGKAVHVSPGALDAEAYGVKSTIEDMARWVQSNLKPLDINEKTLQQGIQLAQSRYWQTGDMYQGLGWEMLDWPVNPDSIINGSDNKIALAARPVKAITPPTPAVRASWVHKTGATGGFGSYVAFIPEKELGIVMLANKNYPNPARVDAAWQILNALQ
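20 mM phosphate pH 7.0 + 0.01% (detergent screen) or 0.0001% Triton X-100; 5.3 nM AmpC reagent; cpd preinc 15 min RT; nitrocefin (800 uM stock) to start; A480 q20 s × 4 min; Activity was normalised to no-enzyme and no-compound control wells.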
HCMV antiviral – inhibitors of human cytomegalovirus. HFF cells, HCMV-luciferase reporter, 72 h; active compounds read low. activity change, negative = inhibition, % at 57.5 µM. hit rate 4.5% among 410,000. AID 1259415; in the data active = activity change below about -60%; inconclusive = no clear call, values can overlap the other calls; inactive = above about -39%; also: % is scaled to controls: 0 for no effect and ±100 for the full control effect
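Cell-based, HFFs, 1000 cells/well, 16 h 37C; cpds in DMSO + HCMV-luc, MOI 1 PFU/cell; 72 h 37C; OneGlo luminescence after 5 min RT; norm. to buffer vs Salinomycin 10uM.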
AMA1 RON2 block – AMA1-RON2 (P. falciparum) interaction inhibition. AlphaScreen AMA1-biotinylated RON2 peptide binding. Potency, µM (top dose mostly 58.2 µM), for inactives: at the highest dose activity change, negative = inhibition, hits mostly inhibitors. hit rate 0.2% among 360,000. AID 720542;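 also: potency is read from the fitted curve at half-maximal effect; 0% = vehicle wells and -100% = peptide control; nearly all actives have a fitted effect of over 45% in size; some results filed as inactive show a strong effect at the top dose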
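AMA1 (3D7) with his tag at 25 nM final met compounds first, then biotinylated RON2 peptide at 25 nM; detection used donor plus acceptor beads, 10 µg/mL apiece, read by AlphaScreen after 30 min at room temperature.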
Giardia FBPA inh – Giardia lamblia aldolase inhibition; A8B2U2; purified Giardia FBPA; Potency, µM (series often up to 59.6 µM), without a hit: at the top dose activity, negative = inhibition, usual class: inhibitors; hit rate 0.71% among 290,000; also: potency is read from the fitted curve at half-maximal effect; % is scaled to controls: 0 for no effect and ±100 for the full control effect; nearly all actives have a fitted effect of over 55% in size
Target sequence (A8B2U2 whole entry, looked up): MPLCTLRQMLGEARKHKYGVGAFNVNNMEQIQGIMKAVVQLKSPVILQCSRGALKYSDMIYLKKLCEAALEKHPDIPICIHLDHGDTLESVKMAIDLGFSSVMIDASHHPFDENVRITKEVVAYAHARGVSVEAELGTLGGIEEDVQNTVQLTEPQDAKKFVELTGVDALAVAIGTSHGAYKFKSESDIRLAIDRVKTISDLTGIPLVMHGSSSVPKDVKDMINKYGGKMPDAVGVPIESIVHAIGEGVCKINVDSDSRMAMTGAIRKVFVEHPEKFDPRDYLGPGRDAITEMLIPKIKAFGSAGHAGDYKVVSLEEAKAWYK
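Giardia FBPA (40 nM reagent) was preincubated 10 min at RT with compound (up to 57.5 uM final), then substrate plus GAPDH/TPI/NAD/arsenate coupling system with diaphorase/resazurin was added; resorufin fluorescence (525/598 nm) was read after 20 min.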
Shiga inhibitor – Shiga toxin inhibition | Vero cells, Shiga toxin protein synthesis inhibition reporter | hit rate 9.2% among 290,000 | inhibition, % at 38.7 µM | AID 2315; in the data active = inhibition mostly above about 28%, no sharp cut-off; inactive = mostly below about 43%; also: 0% is about no effect
AmpC detergent – AmpC beta-lactamase inhibition with detergent present | hit rate 0.041% among 370,000 | AmpC hydrolysis of nitrocefin, absorbance 480 nm, 0.01% Triton | Potency, µM (titrated, usually from 114 µM), without a hit: at the top dose activity change, negative = inhibition, most hits filed as inhibitors;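 also: potency is read from the fitted curve at half-maximal effect; 0% = no-compound wells and -100% = no-enzyme wells; nearly all actives have a fitted effect of over 25% in size; some results filed as inactive show a strong effect at the top dose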
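AmpC (5.3 nM in the dispensed reagent) in 20 mM phosphate pH 7.0 with 0.01% (detergent screen) or 0.0001% Triton X-100 was preincubated with compounds for 15 min at room temperature. Nitrocefin was then added from an 800 uM solution, and hydrolysis was followed at 480 nm.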
CHX counter – counter-screen hit for Shiga toxin inhibitors, cycloheximide; cell reporter, cycloheximide protein synthesis inhibition counterscreen; max response, %; hit rate 12% among 300,000; in the data active = max response mostly above about 13%, no sharp cut-off; inactive = mostly below about 14%; also: read at 38.3 µM for the half of the compounds with a filed dose; 0% is about no effect
Starred values were filed as active, the others as inactive; u = inconclusive; x = not tested or not shown; [ ] = remark or other dose. Unless noted, calls follow the shape of the dose curve; as a rule, active = well fitted curve in the direction sought with a large enough effect; inconclusive = small, poorly fitted or top-dose-only effect, or another doubt; inactive = no such curve, though single readings can be large; an effect the other way counts as inactive or inconclusive. Outcome played no part in choosing rows; about 16% have a hit in one of these screens.

nr	structure	AmpC no deterg	HCMV antiviral	AMA1 RON2 block	Giardia FBPA inh	Shiga inhibitor	AmpC detergent	CHX counter
1	COc1ccccc1-c1noc(CCC(=O)NC2CCCC2)n1	10.7%	6.3	7.0%	x	-4.1	-3.9%	-0.8
2	O=C(Cc1c(F)cccc1Cl)NCC(=O)OCc1ccccc1	-31.0%	2.3	10.5%	x	x	u	x
3	Cc1cc(C(=O)N2CCc3c([nH]c4ccccc34)C2c2c(F)cccc2Cl)no1 (stereo not given)	16.6%	-13.9	-8.1%	-11.0%	3.7	9.9%	-1.5
4	CC(=O)c1c2c3c(cccc3n(C)c1=O)C(=O)c1ccccc1-2	-18.0%	x	-9.6%	-0.1%	-19.6	-4.1%	1.2
5	CCC(C(=O)Nc1ccc2c(c1)OCCO2)c1ccccc1 (stereo not given)	-32.0%	-14.0	-15.2%	-7.3%	34.4	-2.9%	19.2*
6	O=C(COC(=O)CNC(=O)c1ccccc1)NCCNC(=O)COC(=O)CNC(=O)c1ccccc1	0.4%	11.8	10.1%	x	x	-4.6%	x
7	COc1ccc(CCC2(C)NC(=O)N(C(C)C(=O)N3c4ccccc4CC3C)C2=O)cc1 (stereo not given)	50.8%	39.7	-3.8%	x	x	-6.5%	x
8	Cc1cccc(NC(=O)CSc2cc(C(=O)c3nccn3C)c3ccccc3n2)c1	-23.5%	10.4	-17.6%	-9.1%	-4.2	-1.6%	-2.1
9	CC(=O)NCCn1c(SCC(=O)OCc2ccccc2)nc2ccccc2c1=O	96.5%[activator]	18.3	1.6%	-0.5%	-29.1	-11.4%	-1.7
10	COc1ccc(-c2cc(NCc3ccccn3)n3ncnc3n2)cc1	-15.7%	-37.9	116.2%[activator]	9.8%	1.2	-6.5%	-3.5
11	CC(C)Cc1nc2oc3c(N4CCN(C)CC4)ncnc3c2c2c1CCCC2	-7.8%	x	x	2.4%	-7.8	u	-5.2
12	CCCCC(=O)NC(=S)Nc1cc([N+](=O)[O-])ccc1OC	-16.4%	-23.9	-1.3%	0.1%	-12.9	u	-3.6
13	CC(C)(C)Oc1ncc(Br)c(OC(C)(C)C)n1	x	3.1	1.6%	1.8%	-4.1	1.1%	0.5
14	O=S(=O)(Nc1ccncc1Cl)c1ccccc1	-9.6%	49.4	-0.6%	12.5%	-12.0	-8.3%	-3.4
15	COCCNC(=O)/C(=C/c1ccccc1Cl)c1ccccc1	3.7%	-77.0*	5.7%	-6.5%	-2.7	1.6%	-2.4
16	C[C@@H]1O[C@@H](O[C@@H]2C(=O)c3c(O)cc(O)cc3O[C@H]2c2ccc(O)c(O)c2)[C@H](O)[C@H](O)[C@H]1O	-7.0%	-9.8	-12.1%	x	x	-1.2%	x
17	COc1ccc(-c2cc(C(F)(F)F)nc(N3CCOCC3)n2)cc1	-3.9%	-13.7	28.8%	-0.6%	-9.0	u	-2.4
18	COc1cc(NC(=O)CSC(=S)N2CCCC2)c(OC)cc1Cl	-27.9%	-7.3	-19.8%	x	x	8.8%	x
19	COc1ccc2nc(N=Nc3ccc(O)c4ccccc34)sc2c1	-7.6%	-75.7*	-4.0%	25.2%	1.4	u	1.2
20	Cc1c(C)n(Cc2ccc(F)cc2)c2ccc(C(=O)N3CCN(c4ccccn4)CC3)cc12	20.2%	2.9	u	1.7%	-5.0	u	-2.1
21	CCOc1ccc2nc(SCC(=O)N(C)C)[nH]c2c1	2.7%	41.3	2.9%	-0.8%	74.5*	u	70.6*
22	CCN(CC(=O)Nc1ccc(NC(C)=O)cc1)C(=O)c1ccc2c(c1)OCO2	-5.8%	0.0	-9.4%	x	x	2.6%	x
23	COc1ccc(CCNCC(O)COc2cccc(C(C)=O)c2)cc1OC (stereo not given)	26.5%	16.7	-15.4%	u	-5.4	-9.2%	1.3
24	CCC(C)N(C(=O)COc1ccccc1C#N)C1CCS(=O)(=O)C1 (stereo not given)	-19.5%	19.1	5.9%	x	x	-12.9%	x
25	Cc1csc2nnc(N)n12	-8.7%	7.3	-5.2%	1.9%	-16.1	u	-5.7
26	Cc1cccc(NC(=O)COc2ccccc2)c1	-21.1%	8.3	2.2%	-1.4%	128.9*	u	33.4*
27	Cc1cc2oc(=O)c3c(c2cc1OC(=O)c1ccco1)CCCC3	-8.8%	-13.8	3.3%	3.2%	-15.2	-4.7%	-1.8
28	O=C(CSc1ccccn1)Nc1ccc2c(c1)C(=O)c1ccccc1C2=O	-13.2%	u	-10.9%	-9.0%	20.0	u	43.1*
29	O=C(NCc1ccc(C(F)(F)F)cc1)C1CC(c2ccccc2[N+](=O)[O-])=NO1 (stereo not given)	49.5%	59.5	10.1%	2.8%	-13.8	u	4.9
30	O=[N+]([O-])c1cccc(-c2nnc3c4ccccc4c4ccccc4n23)c1	-12.7%	49.2	-22.2%	12.4%	-18.4	-1.6%	-7.9

nr	structure	AmpC no deterg	HCMV antiviral	AMA1 RON2 block	Giardia FBPA inh	Shiga inhibitor	AmpC detergent	CHX counter
31	CC(=O)Oc1ccc(/C=N/NC(=S)Nc2ccccc2)cc1	-28.1%	45.9	32.5%[activator]	1.5%	35.1	u	53.3*
32	C/C(=N\Nc1ccc2nncn2n1)c1cccs1	-14.0%	120.3	-2.5%	2.6%	20.9	-6.2%	40.6*
33	CC1CC(N(C(=O)C2CC2)c2ccccc2)c2ccccc2N1C(=O)C1CC1 (stereo not given)	48.4%	-3.7	8.7%	0.4%	-3.9	u	-2.3
34	COc1ccc(N=C2NC(=O)/C(=C\C=C\c3ccco3)S2)cc1	-41.4%	-12.7	0.2%	-13.2%	15.8	2.3%	1.7
35	CCCc1nnc(NC(=O)CC(=O)OCC)s1	9.7%	-14.3	5.7%	21.2%	-5.5	9.2%	14.5
36	CNC(=S)N/N=C/c1c(C)nn(-c2ccc(F)cc2)c1Cl	-27.5%	-9.4	51.9%[activator]	0.2%	5.7	0.3%	10.6
37	CCCCC(=O)Nc1ccc(NC(=O)c2ccc([N+](=O)[O-])cc2)cc1OC	-12.8%	-1.1	-4.3%	2.6%	-3.6	-10.9%	1.5
38	CC(C)(C)/C(Cn1cncn1)=N\OC(=O)Nc1ccc(Cl)cc1	-23.7%	53.0	-14.9%	-0.6%	14.3	-16.7%	5.0
39	C=CCc1cccc(CNn2cnnc2)c1O	60.3%[activator]	12.6	1.4%	-4.0%	2.1	u	-0.4
40	CCCCn1c(=O)[nH]c(=O)c2c1nc(-c1ccc(OCCC)c(OCC)c1)n2CCOC	0.4%	-27.6	5.5%	-2.3%	-7.0	-7.4%	0.7
41	COC(=O)c1c(C)oc(C)c(C(=O)OC)c1=O	-5.6%	27.7	-5.6%	-0.6%	20.1	-3.4%	4.8
42	O=C(NCC(c1ccco1)N1CCCC1)c1sc2ccccc2c1Cl (stereo not given)	24.0%	0.0	-13.0%	x	-2.5	-12.9%	10.7
43	CC1CCN(C(=O)c2cc(Cl)nc3ccccc23)CC1	-22.0%	-19.9	5.9%	8.1%	-8.0	-14.9%	-2.1
44	C[C@H](CO)N1C[C@H](C)[C@@H](CN(C)C(=O)Nc2ccccc2)Oc2ccc(NC(=O)CCC(F)(F)F)cc2C1=O	7.0%	6.1	16.0%	x	x	x	x
45	C=CCNc1nc(N)c([N+](=O)[O-])c(N2CCCCCC2)n1	-32.3%	-20.5	-4.9%	-6.5%	2.4	-2.5%	-3.4
46	Cc1ccc(C(=O)c2c[nH]c(C(=O)NCc3cccnc3)c2)cc1	-3.3%	-35.9	0.2%	-0.7%	3.1	-11.2%	-0.2
47	Cc1cc(C(F)(F)F)n2[nH]c(=O)c(N=Nc3ccccc3)c2n1	-40.1%	-33.3	44.2%[activator]	3.2%	3.9	u	5.8
48	C/C(=N\NC(=O)c1cccc(N2CCCC2=O)c1)c1ccc(N)cc1	-18.8%	61.6	25.2%	0.9%	38.9	-5.7%	27.0
49	COc1ccc(OCC(O)CNC(=O)Nc2cccc3ccccc23)cc1 (stereo not given)	-24.9%	72.1	-5.9%	-5.8%	-3.3	0.5%	-1.4
50	COc1cc(C(=O)NCc2ccc(C)cc2)ccc1OCc1c(C)noc1C	-2.6%	-2.2	-2.0%	4.5%	-17.9	u	-7.9
51	CCC(C)(C(=O)NC1CCCC1)N(C(=O)c1cnccn1)c1c(C)n(C)n(-c2ccccc2)c1=O (stereo not given)	-10.6%	x	-4.5%	4.0%	-2.6	2.0%	-1.7
52	CCn1c(SCC(=O)Nc2cccc(NC(C)=O)c2)nnc1C(C)C	-9.1%	31.4	14.6%	4.6%	-6.5	-2.2%	-2.0
53	Cc1ccc(-c2csc(NC(=O)c3cccc([N+](=O)[O-])c3)n2)cc1	-14.9%	-26.1	9.8%	1.4%	-2.4	-5.0%	-3.0
54	C/C(=N\NC(=O)c1ccccc1C)c1cccnc1	0.2%	-34.2	19.7%	24.3%	105.6*	1.7%	30.8*
55	COc1ccc(NC(=O)CN2C(=O)NC(CC(C)C)C2=O)cc1S(=O)(=O)N1CCOCC1 (stereo not given)	4.4%	-6.2	1.9%	x	x	-2.8%	x
56	COC(=O)c1ccc(CNC(=O)C2CCC(=O)N(C3CCCCCC3)C2)cc1 (stereo not given)	55.1%	-24.2	-1.0%	x	2.7	-0.1%	-3.1
57	CC(=O)NC(C)c1nc2ccccc2n1CC(=O)N1C(C)CCCC1C (stereo not given)	-21.7%	32.5	-15.8%	-7.7%	22.8	4.8%	-0.8
58	O=C(c1ccc2c3c(cccc13)C(=O)N(O)C2=O)N1CCCCC1	-4.2%	-23.8	-2.0%	25.0%	7.7	-2.0%	-3.3
59	COc1cc(-c2cccc([C@H]3[C@@H]4C=CC[C@@H](C)[C@@H]4C(=O)N3Cc3ccccc3)c2)cc(OC)c1OC	52.9%	-1.7	-9.3%	-2.4%	-3.1	x	39.9
60	CC1=Cc2ccccc2C(C#N)N1C(=O)c1ccccc1 (stereo not given)	-6.2%	21.1	2.9%	-2.9%	46.6	-2.8%	6.9
61	Oc1ccc(C[C@H]2NCCc3cc(O)c(O)cc32)cc1O	-22.4%	11.2	2.51µM*	-1.0%	-3.7	-0.2%	-5.9

One compound at a time, as listed above.
CNC(=S)N/N=C/c1c(C)nn(-c2ccc(F)cc2)c1Cl reads AmpC no deterg = -27.5%; HCMV antiviral = -9.4; AMA1 RON2 block = 51.9%[activator]; Giardia FBPA inh = 0.2%; Shiga inhibitor = 5.7; AmpC detergent = 0.3%; CHX counter = 10.6
C/C(=N\Nc1ccc2nncn2n1)c1cccs1 reads AmpC no deterg = -14.0%; HCMV antiviral = 120.3; AMA1 RON2 block = -2.5%; Giardia FBPA inh = 2.6%; Shiga inhibitor = 20.9; AmpC detergent = -6.2%; CHX counter = 40.6*
